Apaf1 inhib – human Apaf-1 inhibition; reconstituted apoptosome caspase-3 activity, DEVD-Rh110 fluorescence; hit rate 0.71% among 330,000; inhibition, % at 20 µM; active = inhibition of at least 40% at 20 µM;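 also: plate controls were DMSO wells for no effect and DEVD-CHO caspase inhibitor wells for full effect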
Target sequence (O14727 whole entry, looked up): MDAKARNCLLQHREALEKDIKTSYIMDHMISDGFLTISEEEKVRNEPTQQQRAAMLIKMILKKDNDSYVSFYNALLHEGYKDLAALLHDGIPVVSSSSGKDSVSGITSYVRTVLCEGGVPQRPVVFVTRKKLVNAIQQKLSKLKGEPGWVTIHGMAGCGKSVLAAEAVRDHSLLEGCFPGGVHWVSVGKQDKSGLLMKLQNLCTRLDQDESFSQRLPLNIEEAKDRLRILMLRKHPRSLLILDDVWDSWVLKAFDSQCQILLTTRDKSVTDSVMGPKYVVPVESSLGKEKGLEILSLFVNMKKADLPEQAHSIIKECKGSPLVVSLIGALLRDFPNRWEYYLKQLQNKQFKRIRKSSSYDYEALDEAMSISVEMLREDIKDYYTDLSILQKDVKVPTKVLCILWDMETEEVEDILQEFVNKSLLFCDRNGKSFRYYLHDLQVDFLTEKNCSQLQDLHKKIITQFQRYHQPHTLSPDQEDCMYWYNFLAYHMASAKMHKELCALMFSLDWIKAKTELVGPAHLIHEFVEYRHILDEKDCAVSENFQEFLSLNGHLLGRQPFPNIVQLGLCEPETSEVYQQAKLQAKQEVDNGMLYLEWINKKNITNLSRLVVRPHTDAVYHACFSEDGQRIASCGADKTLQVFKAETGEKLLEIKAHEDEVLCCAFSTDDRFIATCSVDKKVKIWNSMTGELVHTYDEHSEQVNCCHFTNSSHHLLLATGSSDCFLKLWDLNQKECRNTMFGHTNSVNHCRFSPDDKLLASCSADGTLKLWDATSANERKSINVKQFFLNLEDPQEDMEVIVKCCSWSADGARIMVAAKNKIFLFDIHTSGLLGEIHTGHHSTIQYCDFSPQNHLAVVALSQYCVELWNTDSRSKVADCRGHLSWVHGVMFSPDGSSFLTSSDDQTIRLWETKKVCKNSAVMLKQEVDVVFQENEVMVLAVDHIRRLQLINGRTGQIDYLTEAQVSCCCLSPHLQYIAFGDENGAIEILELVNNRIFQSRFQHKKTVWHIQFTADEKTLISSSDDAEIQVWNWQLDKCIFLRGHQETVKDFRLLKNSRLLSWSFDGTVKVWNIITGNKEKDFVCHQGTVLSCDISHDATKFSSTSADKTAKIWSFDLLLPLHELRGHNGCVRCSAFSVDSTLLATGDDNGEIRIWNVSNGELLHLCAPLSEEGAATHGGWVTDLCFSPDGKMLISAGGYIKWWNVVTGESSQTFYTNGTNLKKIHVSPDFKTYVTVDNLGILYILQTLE
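System – cell-free apoptosome with Apaf-1, procaspase-3 and caspase-9 · Buffer or medium – pH 7.5 Hepes buffer with CHAPS, BSA, DTT · Also added – cytochrome c with DEVD-Rh110 · Times – 30 min compound preincubation, 50 min activation, room temperature · Technique – Rh110 fluorescence intensity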
697 NFkB inh – inhibitors of the PMA/ionomycin-induced NF-kB reporter in 697 B cells | hit rate 0.33% among 330,000 | inhibition, % at 4 µM | 697 B-cell NF-kB luciferase reporter, 16 h | AID 435022; in the data active = inhibition above about 35%
Gli-Sufu antag – blocks Gli-Sufu signaling in a luciferase reporter. AID 588413. Sufu-KO-LIGHT fibroblasts, Gli luciferase reporter luminescence. hit rate 0.74% among 340,000. inhibition, % at 5 µM;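 active = inhibition above about 55%, limit read from the data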;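 also: 0% = DMSO-treated cells and 100% = wells with medium but no cells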
UBC13 polyUb – inhibitors of human UBC13 polyubiquitin chain formation; inhibition, % at 20 µM; TR-FRET; hit rate 0.47% among 330,000; AID 485273; in the data active = inhibition above about 45%, passing the limit was not always enough
Jurkat NFkB inh – inhibitors of the PMA/ionomycin-induced NF-kB reporter in Jurkat cells | hit rate 0.53% among 330,000 | PMA/ionomycin-induced NF-kB luciferase reporter, luminescence | AID 435003 | inhibition, % at 4 µM
CCR6 antagonist – blocks CCL20-driven beta-arrestin recruitment at human CCR6; P51684; CHO-K1 CCR6 PathHunter beta-arrestin, luminescence, CCL20-stimulated; inhibition, % at 20 µM; hit rate 0.49% among 340,000; AID 493098;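 active = compounds whose inhibition of the agonist-driven luminescence signal at 20 µM reaches about 50%, limit read from the data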;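 also: cells stimulated with CCL20 at 14 nM final; plate controls were DMSO with CCL20 for no effect and DMSO without agonist for full effect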
SENP8 inh – blocks the human protease SENP8; purified SENP8, Z-RLRGG-aminoluciferin cleavage, luminescence; inhibition, % at 10 µM; hit rate 1.2% among 330,000
EBI2 block – EBI2 (human) antagonism | P32249 | EBI2 beta-arrestin recruitment, luminescence, 7a,25-OHC stimulated | inhibition, % at 5 µM | hit rate 0.81% among 360,000 | AID 651636; in the data active = inhibition above about 38%;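 also: enzyme fragment complementation signal reports receptor beta-arrestin coupling in cells; 0% = agonist plus DMSO wells and 100% = wells without agonist; some results beyond the cut were filed as inactive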
Active calls of the source: *; . = no result given. Rule as the data show it, unless noted: active = inhibition above about 50%; inactive = the rest. Only part of the results is shown; the hit share may differ from the screen's.

(1) CCn1c(Cc2ccccc2)nnc1SCC(=O)NC1CCCC1
(2) C/C=C\C(=O)Nc1cccc(C2=NOC3(C2)C[C@@H](C(N)=O)N(C(=O)c2ccc(OC)cc2)C3)c1 (some centres undefined)
(3) CCc1ccc(CNC(=O)C2CCC(=O)N2C2CCCCC2)cc1 (centres undefined)
(4) CCN(C(=O)COC(=O)c1cc(-c2cccc3ccccc23)nc2ccccc12)C1CCS(=O)(=O)C1 (centres undefined)
(5) CCOc1cc(-c2cc(-c3ccc(C)cc3)nc(N)c2C#N)ccc1O
(6) O=C(CSc1nc(-c2ccc(F)cc2)nc2ccc(F)cc12)Nc1cccc(C(=O)O)c1
(7) O=C(NCc1ccccc1C(F)(F)F)c1cccc2c1C(=O)c1ccc(N3CCOCC3)cc1S2(=O)=O
(8) Cc1ccc(C(=O)N2CCCC(c3ccc(Cl)cc3)=N2)cc1
(9) CCOc1ccc(C(=O)CN2C(=O)NC3(CCCCCC3)C2=O)cc1
(10) O=C(O)CCCC(=O)NNC(=O)c1cccc(Br)c1

Assay by compound	1	2	3	4	5	6	7	8	9	10
CCR6 antagonist	-3.8	-4.0	-3.6	19.9	5.6	7.4	9.6	-10.1	8.2	-12.3
Gli-Sufu antag	4.0	-8.2	2.7	-2.8	2.4	12.7	4.4	6.5	-29.3	6.2
EBI2 block	-11.1	.	-3.3	-8.2	26.9	-3.5	-14.5	3.8	10.2	-6.8
Jurkat NFkB inh	2.2	8.2	13.5	7.2	51.1*	-3.4	-18.3	-1.7	-45.2	-11.5
697 NFkB inh	4.3	14.2	11.0	-5.4	-38.6	6.1	2.4	42.1*	-68.7	9.0
SENP8 inh	-1.3	11.7	-3.6	10.0	0.9	-12.9	-4.7	-14.2	-4.6	-3.7
UBC13 polyUb	9.5	-4.1	12.0	-6.5	-3.2	10.4	-17.5	-5.1	-6.5	-2.8
Apaf1 inhib	-1.2	2.0	-13.3	18.7	12.8	-2.3	-2.2	29.3	10.2	-8.0

The list goes on; it opens with the three that closed the last part.
(8) Cc1ccc(C(=O)N2CCCC(c3ccc(Cl)cc3)=N2)cc1
(9) CCOc1ccc(C(=O)CN2C(=O)NC3(CCCCCC3)C2=O)cc1
(10) O=C(O)CCCC(=O)NNC(=O)c1cccc(Br)c1
(11) Cc1cc(C(=O)OCC(=O)N(C)c2c(N)n(Cc3ccccc3)c(=O)[nH]c2=O)c(C)n1-c1ccccc1
(12) CC(C)(C)C(=O)N1CCN(c2nc3ccc(Cl)cc3s2)CC1
(13) O=C(CN1CCN(C(=O)c2cccc(S(=O)(=O)N3CCCC3)c2)CC1)Nc1ccc(F)cc1
(14) CCc1cc2ccc(OC)cc2nc1SCC(=O)Nc1cc(C)on1
(15) CC(C)(C)NC(=O)COC(=O)c1ccccc1NC(=O)c1ccco1
(16) O=C(OCC(=O)N1CCOCC1)c1ccc[nH]c1=O
(17) CCOC(=O)c1cccc(OCC(O)CNCCOc2ccccc2F)c1 (centres undefined)
(18) COc1ccc(Nc2cc(C)nc3ncnn23)cc1Cl
(19) CCOC(=O)c1ccc2c(c1)N(CC#N)C(=O)C(C)(C)O2
(20) CC1CCN(C(=O)c2ccc(-c3ccccc3Cl)o2)CC1

Assay by compound	8	9	10	11	12	13	14	15	16	17	18	19	20
CCR6 antagonist	-10.1	8.2	-12.3	16.8	15.1	-4.4	-3.8	21.8	0.5	-7.2	16.2	-7.8	.
Gli-Sufu antag	6.5	-29.3	6.2	4.6	-32.5	1.5	-1.5	3.0	9.1	-0.2	-6.2	-2.3	-61.9
EBI2 block	3.8	10.2	-6.8	-2.1	0.8	-6.9	4.7	4.7	-13.3	-8.0	-0.6	-9.5	-0.3
Jurkat NFkB inh	-1.7	-45.2	-11.5	-7.5	-52.2	-1.6	0.0	1.2	-10.0	5.2	8.7	-9.0	-130.1
697 NFkB inh	42.1*	-68.7	9.0	17.5	-143.1	16.3	1.4	2.1	0.8	3.9	15.4	5.2	-159.5
SENP8 inh	-14.2	-4.6	-3.7	-1.8	-11.0	-18.0	9.3	-2.2	2.0	0.5	8.6	-0.3	49.5
UBC13 polyUb	-5.1	-6.5	-2.8	2.3	9.9	-9.0	5.4	-5.5	3.7	5.1	4.4	8.1	-4.1
Apaf1 inhib	29.3	10.2	-8.0	8.5	4.4	7.8	-4.3	-3.6	-4.4	18.9	-8.6	-10.2	22.0

(21) CCN1C(=O)/C(=C2\SC(=S)N(NC(=O)c3ccccc3O)C2=O)c2ccccc21
(22) O=C(Cc1ccc(F)cc1)Nc1cccc2cccnc12
(23) COc1ccc([N+](=O)[O-])cc1NC(=O)C(C)OC(=O)C1CCCC1 (centres undefined)
(24) O=C(COC(=O)c1ccccc1)Nc1ncc([N+](=O)[O-])s1
(25) Cc1ccc(C(=O)Nc2ccccc2Oc2ccccc2)cc1[N+](=O)[O-]
(26) Cc1cc(Cl)ccc1OCCCC(=O)N/N=C/c1cccc([N+](=O)[O-])c1
(27) CCOC(=O)Cc1csc(NC(=O)Cn2cnc3c2c(=O)n(C)c(=O)n3C)n1
(28) CCOc1cc(C2Nc3ccccc3C(=O)N2c2ccccc2OC)ccc1O (centres undefined)
(29) CCCCN1C(=O)C(O)(CC(=O)c2c(C)n[nH]c2C)c2cc(Br)ccc21 (centres undefined)
(30) CCOC(=O)N1CC=C2C(C#N)=C(N)C(C#N)(C#N)[C@H](c3cccs3)[C@H]2C1

Assay by compound	21	22	23	24	25	26	27	28	29	30
CCR6 antagonist	12.2	-2.2	21.0	29.9	13.7	-0.7	3.7	-3.0	-6.2	33.0
Gli-Sufu antag	3.3	-16.7	-6.9	-1.1	-3.3	-5.4	0.3	-4.8	2.2	3.8
EBI2 block	-13.3	-2.6	-8.9	6.6	3.1	13.3	-4.1	1.6	4.9	1.9
Jurkat NFkB inh	-2.1	-0.1	-5.0	-6.2	-16.8	3.5	-18.1	-7.8	-4.5	0.2
697 NFkB inh	-0.9	-8.0	6.7	-26.5	21.1	-21.0	-5.4	8.3	5.5	6.9
SENP8 inh	-0.8	-8.1	-8.5	5.5	-0.3	-10.7	-4.8	8.7	4.3	-9.8
UBC13 polyUb	-24.3	17.0	-9.4	0.2	-1.4	4.5	4.4	7.6	3.6	-6.6
Apaf1 inhib	0.6	-0.8	19.2	3.0	24.3	15.7	15.0	9.9	-1.1	2.2

Structures from the list above that contain a tert-butyl group:
(12) CC(C)(C)C(=O)N1CCN(c2nc3ccc(Cl)cc3s2)CC1
(15) CC(C)(C)NC(=O)COC(=O)c1ccccc1NC(=O)c1ccco1

Assay by compound	12	15
CCR6 antagonist	15.1	21.8
Gli-Sufu antag	-32.5	3.0
EBI2 block	0.8	4.7
Jurkat NFkB inh	-52.2	1.2
697 NFkB inh	-143.1	2.1
SENP8 inh	-11.0	-2.2
UBC13 polyUb	9.9	-5.5
Apaf1 inhib	4.4	-3.6

(next part)
(31) Cc1ccc(C2(C)NC(=O)N(CC(=O)N3CCN(S(=O)(=O)c4cccc(F)c4)CC3)C2=O)cc1 (centres undefined)
(32) CCN(CC)S(=O)(=O)N1CCC(C(=O)NCCC2=CCCCC2)CC1
(33) CCCCCNCC(=O)Nc1cccc(C(=O)Nc2cccc(C(F)(F)F)c2)c1
(34) Cc1cc(=O)n2[nH]c(SCc3c(F)cccc3Cl)nc2n1
(35) O=C(C[C@H]1C/C=C\CC[C@@H](Cc2ccc(F)cc2)C(=O)O[C@@H](c2ccccc2)CNC1=O)N[C@H](CO)Cc1ccccc1
(36) Cc1cc(C)cc(NC(=O)N2CCCN(c3ncccc3[N+](=O)[O-])CC2)c1
(37) CCN(CC)S(=O)(=O)c1ccc(C(=O)NCc2ccc3c(c2)OCO3)cc1
(38) Cc1ccc(N2C(=O)C(c3c(C)[nH]n(-c4ccccc4)c3=O)(C(F)(F)F)C3=C2CC(C)(C)CC3=O)cc1 (centres undefined)
(39) COc1ccc(-n2c(C)nnc2SCC(=O)N2CCOCC2)cc1
(40) NCCc1nc(-c2ccccc2)cs1

Assay by compound	31	32	33	34	35	36	37	38	39	40
CCR6 antagonist	-2.1	9.8	-6.4	4.0	1.3	4.8	2.5	-3.2	-8.8	-4.0
Gli-Sufu antag	-7.9	-11.4	8.0	5.5	4.3	0.3	-1.7	1.7	6.5	30.0
EBI2 block	-18.0	-3.1	-2.1	-1.2	-13.2	0.0	15.3	-5.5	-1.7	-4.4
Jurkat NFkB inh	6.3	14.9	-7.7	-6.7	-10.7	-8.4	-1.4	-11.0	-4.4	-6.7
697 NFkB inh	-6.7	22.0	8.0	0.3	4.0	10.6	6.8	26.1	3.3	17.8
SENP8 inh	3.8	1.9	-12.8	2.4	-15.9	3.9	4.3	-0.1	-6.2	4.9
UBC13 polyUb	-11.3	1.7	29.0	-6.5	-24.7	-1.4	1.6	-12.3	-1.2	13.5
Apaf1 inhib	14.1	-8.5	-3.3	-21.4	14.7	-1.2	-15.0	11.9	0.2	-13.8

(41) CCc1nc(SCc2cccnc2)[nH]c(=O)c1C
(42) CCOC(=O)c1[nH]c2ccc(OC)cc2c1NC(=S)N1CCN(c2ccccc2)CC1
(43) Cc1cc(C)nc(NC(=NCc2ccc3c(c2)OCO3)NC(=O)Nc2ccccc2)n1
(44) O=C(Cn1nnc(-c2cccc(C(F)(F)F)c2)n1)NC1CCCC1
(45) Cc1cc(C)c(C)c(S(=O)(=O)Nc2ccccc2C(=O)O)c1C
(46) O=C(NC(=O)c1ccccc1)OCC(F)(F)F
(47) COc1ccccc1CNC(=O)C1CC(c2c(Cl)cccc2Cl)=NO1 (centres undefined)
(48) CN(C)CCNc1oc(-c2ccccc2F)nc1C#N
(49) CS(=O)(=O)N(CC(=O)Nc1c(F)cccc1F)c1ccc(C23CC4CC(CC(C4)C2)C3)cc1
(50) COc1cc(CCNC(=O)CCCn2c(=O)c3cccn3c3cccnc32)cc(OC)c1OC
(51) CCOc1ccc(NS(=O)(=O)c2ccc(OC)c(NC(=O)c3ccc4c(c3)OCCO4)c2)cc1
(52) Cc1ccc(Cl)cc1NC(=S)N(Cc1cccnc1)Cc1ccccc1Cl

Assay by compound	41	42	43	44	45	46	47	48	49	50	51	52
CCR6 antagonist	-4.4	3.9	2.9	-10.5	13.5	4.2	6.7	-6.2	-1.2	13.1	17.2	3.0
Gli-Sufu antag	4.9	6.1	5.0	10.0	-6.2	-3.8	6.1	48.2	4.8	27.5	7.2	0.7
EBI2 block	-8.9	1.8	23.9	4.1	8.5	7.8	0.2	-1.6	1.1	7.6	0.3	14.0
Jurkat NFkB inh	8.7	8.3	19.1	-11.8	-5.1	-3.3	8.3	0.4	5.9	15.4	-3.2	-8.6
697 NFkB inh	4.7	18.1	-0.1	19.1	5.1	13.3	1.6	-12.6	24.3	14.9	-7.8	7.7
SENP8 inh	-2.1	-0.1	0.5	-7.5	2.3	-12.1	-9.3	-7.1	1.3	-5.6	8.8	1.5
UBC13 polyUb	-3.6	-1.0	-3.6	-2.8	-1.5	-12.1	1.6	11.3	-14.8	8.2	2.3	6.9
Apaf1 inhib	7.1	-2.9	-2.5	3.9	8.7	9.5	9.1	1.4	0.1	0.4	-1.2	2.8

High-throughput results from PubChem.
